# High-throughput results from PubChem BioAssay.
# Wnt act – Wnt/beta-catenin pathway activation. Wnt/beta-catenin reporter cell assay, activator, plate reader. activation, % at 9.35 µM. actives 1.2% (n = 300,000). AID 743398; in the data active = activation above about 30%, passing the limit was not always enough;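 note: 0% = neutral control wells and 100% = positive control wells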
# Arr AP2 block – inhibitors of human beta-arrestin and AP2 interaction | actives 0.31% (n = 340,000) | FITC-arrestin peptide / GST-AP2 beads, flow cytometry; AP2 beta2 appendage carries R879A mutation | AID 504490 | inhibition, % at 10 µM;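 active = inhibition above a set limit, near 3 SD of compounds lacking own fluorescence, cut at about 54% in these data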;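 note: plate controls were DMSO wells for no effect and 5 µM unlabelled arrestin peptide for full effect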
#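 System: GST-AP2 R879A glutathione beads; medium: PBS, Tween 20 0.05%, BSA 0.1%; reagent: fluorescein-tagged arrestin peptide at 50 nM final; schedule: pre-incubation 12 min, peptide binding 1 h, room temperature; detection: flow cytometry, FL1 (488/535 nm); read-out: inhibition as reduced fluorescein signal on beads, percent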
# C-LANA FP – blocks KSHV LANA C-terminal domain binding to DNA; MBP-C-LANA/FAM-LBS DNA binding, fluorescence polarization; actives 0.078% (n = 340,000); inhibition, % at 9 µM; AID 504423;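 active = highest replicate inhibition at or above 60% at 9 µM, even if other replicates fall short; inactive = all replicates below 60% inhibition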;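 note: 0% = neutral control wells and 100% = 4 µM acridine orange control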
# DSG3 Ab inh – human desmoglein-3 autoantibody binding inhibition | DSG3-coupled beads, scFv-anti-DSG3-GFP binding, flow cytometry; hits give low values | actives 0.48% (n = 310,000) | binding (percent of control), % at 10 µM;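 active = binding more than 3 SD below its plate's average and above zero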;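 note: hits lower antibody fragment binding to DSG3; some compounds called inactive have numbers as strong as hits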
# OPRM1-OPRD1 inv – inverse agonists of human mu-delta opioid receptor heterodimerization; P35372+P41143; cell-based MOR-DOR heterodimer luminescence, inverse agonism; inhibition, % at 9.3 µM; actives 0.21% (n = 340,000); in the data active = inhibition above about 22%, passing the limit was not always enough;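 note: 0% = cells with DMSO and 100% = wells without cells with DMSO; values of inactives mirror those of a sister screen read the other way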
# Target sequence (P35372 whole entry, looked up): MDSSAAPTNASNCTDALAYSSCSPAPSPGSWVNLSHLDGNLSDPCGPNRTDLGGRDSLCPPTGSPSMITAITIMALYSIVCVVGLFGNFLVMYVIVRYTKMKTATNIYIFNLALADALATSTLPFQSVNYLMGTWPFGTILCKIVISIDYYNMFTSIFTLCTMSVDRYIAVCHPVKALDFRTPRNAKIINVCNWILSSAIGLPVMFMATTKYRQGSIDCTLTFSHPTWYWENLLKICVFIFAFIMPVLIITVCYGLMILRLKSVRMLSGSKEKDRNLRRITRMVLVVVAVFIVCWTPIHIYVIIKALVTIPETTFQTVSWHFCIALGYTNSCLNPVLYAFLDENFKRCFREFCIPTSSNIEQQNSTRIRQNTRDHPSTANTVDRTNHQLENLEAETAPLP
# Target sequence (P41143 whole entry, looked up): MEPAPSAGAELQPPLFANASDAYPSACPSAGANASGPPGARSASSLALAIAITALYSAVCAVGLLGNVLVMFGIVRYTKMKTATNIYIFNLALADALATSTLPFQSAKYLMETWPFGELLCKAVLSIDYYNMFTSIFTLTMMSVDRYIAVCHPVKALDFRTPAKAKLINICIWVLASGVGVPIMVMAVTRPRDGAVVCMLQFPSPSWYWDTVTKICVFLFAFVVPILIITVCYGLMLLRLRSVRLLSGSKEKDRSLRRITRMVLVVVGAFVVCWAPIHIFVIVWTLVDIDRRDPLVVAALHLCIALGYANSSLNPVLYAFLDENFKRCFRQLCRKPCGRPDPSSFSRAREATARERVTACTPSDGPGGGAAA
# Keap1-Nrf2 PPI – Keap1-Nrf2 (human) interaction inhibition; inhibition, % at 9.4 µM; AID 504523; Keap1 Kelch-Nrf2 peptide fluorescence polarization, 1536-well; Q14145; actives 0.15% (n = 340,000); in the data active = inhibition above about 12%;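 note: human Keap1 Kelch domain with fluorescein labeled Nrf2 9mer peptide probe; 0% = neutral control wells and 100% = peptide positive control; higher means more block of Keap1 binding to Nrf2 peptide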
# MOR-DOR ag – agonists of human mu-delta opioid receptor heterodimerization; P35372+P41143; cells, OPRM1-OPRD1 heterodimerization, luminescence; activation, % at 9.3 µM; actives 0.3% (n = 340,000); AID 504326; in the data active = activation above about 18%;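 note: 0% = vehicle-treated cells and 100% = reference agonist; values of inactives mirror those of a sister screen read the other way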
# V-ATPase pH – regulators of yeast V-ATPase proton transport. S. cerevisiae, pHLuorin cytosolic pH fluorescence. actives 0.37% (n = 350,000). response, % at 10 µM; in the data active = response mostly above about 7.3%, no sharp cut-off; inactive = mostly below about 5.4%; note: actives read high; inactives centre near 0; some compounds called inactive have numbers as strong as hits; reference of the scale not given here
# RTF Ca sens act – cardiac RTF calcium sensitization | P19429+P45379 | IANBD-labeled TnC RTF fluorescence at EC20 calcium; 0% EC20 calcium, 100% full calcium | activation, % at 7.2 µM | actives 0.24% (n = 340,000) | AID 493008;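 active = activation above the mean over all tested compounds plus 3 SD, cut at about 30% in these data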;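 note: rise in fluorescence read as greater calcium sensitivity of cardiac thin filaments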
# RTF Ca sens inh – cardiac RTF calcium desensitization. IANBD-labeled cardiac RTF, Ca2+ fluorescence. inhibition, % at 7.15 µM. actives 0.12% (n = 340,000). P19429+P45379;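 active = inhibition above the mean inhibition of all tested compounds plus 3 SD, cut at about 17% in these data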;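 note: assay run at fixed EC70 calcium of 1.6 mM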
# Numbers without * were called inactive; x = not tested or not shown.
SMILES,Wnt act,Arr AP2 block,C-LANA FP,DSG3 Ab inh,OPRM1-OPRD1 inv,Keap1-Nrf2 PPI,MOR-DOR ag,V-ATPase pH,RTF Ca sens act,RTF Ca sens inh
CC(NC(=O)CSC(=S)N1CCCC1)c1ccc(S(N)(=O)=O)cc1 (stereo not drawn),-0.1,-4.5,0.2,98.9,10.6,-4.4,-1.6,3.2,-3.0,12.8
CC(C)(C)CC(C)(C)NC(=S)Nc1ccc2nc(-c3ccccn3)c(-c3ccccn3)nc2c1,-5.7,10.5,3.7,150.6,-21.1,-12.5,4.2,-1.7,10.3,-16.9
COc1ccc(NC2CCCN(C(=O)COc3ccc(Cl)cc3C)C2)cc1OC (stereo not drawn),-0.3,8.4,-1.2,112.6,6.6,-6.4,-1.6,3.4,-1.6,5.1
C/C(CC(=O)NCc1ccccc1)=N\NC(N)=S,0.3,2.2,0.4,100.5,7.6,3.0,-1.5,-1.0,3.7,-3.9
COC(=O)CN1C(=O)C2(OCCCO2)c2ccccc21,2.7,8.2,1.6,103.2,-7.6,0.5,1.4,-3.2,2.9,-10.1
COC(=O)C1=C(C(=O)OC)[C@@H]2N(C)c3ccccc3[C@@]23C[C@@H](C(=O)OC)N(C(=O)CC(C)C)C3=N1,-4.3,5.9,0.0,111.0,6.8,-2.2,-1.2,0.8,-5.0,1.7
CN(C)CCCn1c(=O)n(Cc2ccco2)c(=O)c2c3c(sc21)CCCCC3,-0.9,3.2,-0.8,x,14.1,0.9,-2.8,-2.1,3.3,-8.0
COc1ccc(C(=O)NCCc2nnc3ccc(SCC(=O)NCCc4ccc(OC)c(OC)c4)nn23)cc1,-0.9,5.8,-0.7,111.1,12.1,0.4,-3.0,-3.1,-9.5,1.2
COc1ccc(Cl)cc1C(=O)NCCN(C)C,0.6,-4.0,1.6,x,4.7,-2.9,-0.8,1.2,-4.1,7.9
COc1ccccc1C(=O)NC(=O)Nc1cccc(Cl)c1,42.5*,5.9,-0.2,114.6,-0.7,2.8,0.2,1.0,-3.9,-8.9
CCOC(=O)c1sc2nc(COC(=O)c3c(F)cccc3F)[nH]c(=O)c2c1C,-0.5,-17.1,0.8,104.0,-23.2,-2.2,4.6,-86.5,0.1,-3.3
Cc1onc(C(=O)N2CCC(Cc3ccccc3)CC2)c1[N+](=O)[O-],-3.6,7.7,16.1,105.5,-3.6,-5.4,0.7,0.1,4.8,0.7
Cc1nn(CC(=O)N2CCCCC2)c(=O)c2nn(-c3ccccc3)c(C)c12,-0.6,-11.7,-0.3,111.9,1.0,-4.7,-0.2,-2.5,3.1,-6.7
CCc1nc(CNC(=O)C2CCC(=O)N(CCc3ccc(OC)cc3)C2)cs1 (stereo not drawn),-0.7,11.4,-0.4,99.9,15.7,6.6,-3.0,-2.3,-6.7,0.8
CCOc1ccc(C(C)NC(=O)Cc2ccccc2)cc1OCC (stereo not drawn),-0.3,13.5,-0.9,101.6,20.7,-3.4,-4.3,-2.4,-4.8,14.1
COc1ccc(CC(C)N2CCN(Cc3ccccc3)CC2)c(OC)c1 (stereo not drawn),-2.2,-9.6,0.5,99.2,10.3,0.2,-1.9,1.4,-4.8,2.8
COC(=O)c1cc(NC(=O)c2ccc(-c3ccccc3)cc2)ccc1Cl,3.5,-0.2,0.7,113.0,-28.1,-1.9,5.3,8.6,-1.2,-11.6
Cc1ccccc1OCCCC(=O)NCc1ccco1,x,-0.9,-1.1,111.0,-0.6,-4.8,0.1,1.2,13.6,-3.9
CCCCOc1ccccc1C(=O)N(Cc1ccco1)C1CCS(=O)(=O)C1 (stereo not drawn),-0.4,33.3,-1.0,100.2,7.5,1.8,-1.4,-1.8,6.0,-13.7
CC(NC(=O)C1CCCN(S(=O)(=O)c2cnc[nH]2)C1)c1ccccc1 (stereo not drawn),-4.8,11.8,-0.5,109.7,18.7,-0.5,-3.7,2.9,3.9,0.3
O=C(c1cc2ccccc2cc1O)N1CCN(c2cccc(Cl)c2)CC1,1.6,-5.6,-0.2,100.9,-74.2,0.4,11.7,0.1,-3.4,-3.2
Cc1ccc(C)n1C1CCS(=O)(=O)C1 (stereo not drawn),-0.4,42.0,-0.1,84.2,8.5,-2.5,-1.5,-0.8,1.4,-1.5
Brc1ccc(OCCN2CCOCC2)cc1,0.1,-3.2,-0.1,96.8,10.2,-2.7,-2.1,-3.3,0.2,-15.1
COc1cccc(N=Cc2ccc(O)cc2O)c1,-7.1,3.2,-2.9,84.9*,-4.5,-0.5,0.8,1.9,3.0,-25.0
COc1ccc(-c2c(C#Cc3ccsc3)c3cc(-c4ccc(OC)nc4)ccc3n2C)cc1,-3.8,-3.0,-2.8,96.1,8.4,-7.7,-1.6,1.3,5.9,-16.5
O=C(CCC1CCCN(Cc2cccc3c2OCO3)C1)NCc1ccc(F)c(F)c1 (stereo not drawn),6.3,-28.0,-0.1,115.5,-16.6,-5.2,2.9,-1.1,4.4,2.0
O=C(O)CCC(=O)N1CCCC1,-4.5,7.2,1.5,88.9,7.7,-6.6,-1.1,2.1,-3.5,1.6
C[n+]1c2n(c3ccccc31)N=C(c1ccc(Br)cc1)CS2,x,-12.8,-2.0,100.1,8.4,-5.0,-1.6,0.5,-0.2,3.0
CC1=C(C(=O)Nc2cc(C(=O)N(C)Cc3ccccc3)ccc2C)SCCO1,2.9,-0.5,0.8,99.9,21.3,0.4,-4.3,2.7,3.9,-0.8
CCOC(=O)Cc1csc(SC(C)C(=O)NC2CCCCC2C)n1 (stereo not drawn),0.5,28.6,-2.6,114.3,14.4,-1.5,-2.6,0.8,-1.2,2.9
CC1(C)CC(NC(=O)c2ccc(Cl)c(S(=O)(=O)N(Cc3ccccc3)c3ccccc3)c2)CC(C)(C)N1,-20.8,-13.9,-3.8,76.3,-5.2,1.7,0.8,-0.7,-3.6,6.4
CC(C)CCC1(CCNC(=O)c2cccs2)CCOC(C)(C)C1 (stereo not drawn),-3.0,-15.2,-3.1,x,-12.0,-1.8,2.4,1.6,-3.5,-4.9
COc1cc(OC)c(S(=O)(=O)Nc2ccccc2NC(=O)CN2CCOCC2)cc1NC(C)=O,-2.5,8.3,0.1,98.1,12.3,-1.3,-2.5,-0.9,5.5,-8.6
NC(=O)c1cnn(Cc2ccc(Cl)cc2)c1N,x,6.5,0.8,102.6,13.8,-0.6,-2.7,2.5,-1.1,-6.0
O=c1cc(-c2ccccc2)oc2cc(OCc3ccccc3)cc(O)c12,-1.3,4.4,0.4,95.5,9.0,-0.7,-1.6,0.7,2.5,-1.7
COc1ccc(C2Nc3cccc4cccc(c34)N2)cc1Br,-8.5,12.7,-0.1,105.6,9.8,-2.9,-2.2,0.8,9.5,-11.2
COc1cc(NC(=O)Cn2cnc3c(OCc4ccccc4)ncnc32)cc(OC)c1OC,-2.6,-2.5,-0.5,93.4,x,2.3,x,1.1,1.6,-6.8
CC(C)(C)C1(O)CC(C(F)(F)F)=NN1C(=O)CCc1ccccc1 (stereo not drawn),-1.5,1.9,-2.6,80.9,-26.8,0.9,5.4,2.4,0.8,-17.1
CSc1nc2ccc3nc(NC(=O)c4ccccc4)sc3c2s1,28.0,24.9,-4.0,110.1,-10.8,-3.9,2.1,1.2,6.2,-5.2
Fc1ccccc1CNc1cc(Cl)cc(Cl)c1,-14.0,21.1,-2.9,100.6,-18.0,-1.6,3.1,-0.1,2.6,11.8
O=[N+]([O-])c1ccc(N2CCN(Cc3ccccc3)CC2)s1,-1.7,2.4,-0.8,116.5,9.5,-5.1,-2.0,-2.5,0.1,0.1
CCN(CCO)c1ncnc2onc(-c3ccc(F)cc3)c12,-2.0,0.6,-3.7,97.4,9.2,0.1,-1.8,-0.7,-6.7,2.9
O=C(CCN1C(=O)/C(=C/c2ccccc2F)SC1=S)NC1C=CS(=O)(=O)C1 (stereo not drawn),4.7,-3.4,-1.0,94.8,-7.0,1.2,1.3,-1.6,2.9,-7.0
CC(C)(C)OC(=O)N(CCc1ccccc1)Cc1ccc(OCc2cccc(NC(=O)C3CC3)c2)cc1,-1.6,15.1,-0.8,94.8,-26.2,-4.0,5.6,-0.9,-2.4,-3.0
CC(C)NS(=O)(=O)c1ccc(NC(=O)C2CCCCC2)cc1,x,15.7,0.4,95.7,6.2,1.6,-1.2,3.1,-5.8,-3.0
COc1ccc(CCN2C(=O)C(O)=C(C(C)=O)C2c2ccccc2OC)cc1OC (stereo not drawn),0.1,16.8,-1.5,100.2,18.7,0.4,-3.3,-4.0,1.0,2.3
CSCCC1NC(=O)N(CC(=O)Nc2c(Cl)cc(Cl)cc2Cl)C1=O (stereo not drawn),x,10.7,-3.2,94.2,3.6,-2.8,-0.6,-0.5,-2.2,4.0
COc1ccc(OCCOc2ccc(C)nc2[N+](=O)[O-])cc1,x,3.4,1.1,124.2,16.5,0.3,-3.1,-1.6,0.3,-3.7
COc1ccc2cc(CCNC(=O)CCc3ccccc3)c(=O)[nH]c2c1,-1.6,36.0,0.9,98.5,8.3,3.1,-1.6,-3.7,-5.8,4.3

# Molecules from the list above that have fluorine, in the order listed:
SMILES,Wnt act,Arr AP2 block,C-LANA FP,DSG3 Ab inh,OPRM1-OPRD1 inv,Keap1-Nrf2 PPI,MOR-DOR ag,V-ATPase pH,RTF Ca sens act,RTF Ca sens inh
CCOC(=O)c1sc2nc(COC(=O)c3c(F)cccc3F)[nH]c(=O)c2c1C,-0.5,-17.1,0.8,104.0,-23.2,-2.2,4.6,-86.5,0.1,-3.3
O=C(CCC1CCCN(Cc2cccc3c2OCO3)C1)NCc1ccc(F)c(F)c1 (stereo not drawn),6.3,-28.0,-0.1,115.5,-16.6,-5.2,2.9,-1.1,4.4,2.0
CC(C)(C)C1(O)CC(C(F)(F)F)=NN1C(=O)CCc1ccccc1 (stereo not drawn),-1.5,1.9,-2.6,80.9,-26.8,0.9,5.4,2.4,0.8,-17.1
Fc1ccccc1CNc1cc(Cl)cc(Cl)c1,-14.0,21.1,-2.9,100.6,-18.0,-1.6,3.1,-0.1,2.6,11.8
CCN(CCO)c1ncnc2onc(-c3ccc(F)cc3)c12,-2.0,0.6,-3.7,97.4,9.2,0.1,-1.8,-0.7,-6.7,2.9
O=C(CCN1C(=O)/C(=C/c2ccccc2F)SC1=S)NC1C=CS(=O)(=O)C1 (stereo not drawn),4.7,-3.4,-1.0,94.8,-7.0,1.2,1.3,-1.6,2.9,-7.0
